IDH1 R132H inh: blocks human IDH1 R132H reductase activity. inhibition, % at 10 µM. diaphorase/resazurin fluorescence, 60 min. actives 0.18% (n = 70,000). O75874; in the data active = inhibition above about 34%;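 note: 0% = DMSO and 100% = no enzyme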
Target sequence (O75874 whole entry R132H): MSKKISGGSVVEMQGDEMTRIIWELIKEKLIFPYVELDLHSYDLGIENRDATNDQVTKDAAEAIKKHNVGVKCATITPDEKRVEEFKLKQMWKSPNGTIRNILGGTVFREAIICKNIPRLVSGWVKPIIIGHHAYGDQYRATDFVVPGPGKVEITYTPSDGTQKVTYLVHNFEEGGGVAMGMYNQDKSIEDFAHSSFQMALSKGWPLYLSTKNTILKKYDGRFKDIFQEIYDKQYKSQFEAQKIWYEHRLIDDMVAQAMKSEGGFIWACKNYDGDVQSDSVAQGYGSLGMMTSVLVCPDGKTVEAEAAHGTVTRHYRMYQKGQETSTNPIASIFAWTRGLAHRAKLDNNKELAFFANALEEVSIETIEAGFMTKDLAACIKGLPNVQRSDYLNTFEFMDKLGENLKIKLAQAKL
PRC2 inh: inhibitors of human EZH2/PRC2 methyltransferase. PRC2 H3K27 methylation, DELFIA TRF, 1 h. inhibition, % at 12.5 µM. actives 0.35% (n = 57,000). AID 651548;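 active = mean inhibition of replicates at least 50% and every single replicate also reaching 50%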;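 note: dimethyl H3K27 on biotinylated H3 21-44 peptide detected by antibody; plate controls were median neutral control wells for no effect and median positive control wells for full effect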
* marks the source's active call; other numbers are inactive results; nt = not tested or not shown.

The first 2 compounds, to show the layout:
SMILES	IDH1 R132H inh	PRC2 inh
CCC(=O)Nc1ccc2c(c1)C(=O)N(C)C[C@@H](OC)[C@H](C)CN(C(=O)CC1CC1)[C@@H](C)CO2	-0.2	4.9
C[C@H](CO)N1C[C@H](C)[C@H](CN(C)Cc2ccc(Cl)c(Cl)c2)Oc2ccc(NC(=O)Nc3ccc4c(c3)OCO4)cc2CC1=O	1.4	nt

Main list, from the first entry:
SMILES	IDH1 R132H inh	PRC2 inh
CCC(=O)Nc1ccc2c(c1)C(=O)N(C)C[C@@H](OC)[C@H](C)CN(C(=O)CC1CC1)[C@@H](C)CO2	-0.2	4.9
C[C@H](CO)N1C[C@H](C)[C@H](CN(C)Cc2ccc(Cl)c(Cl)c2)Oc2ccc(NC(=O)Nc3ccc4c(c3)OCO4)cc2CC1=O	1.4	nt
Cc1ccccc1NC(=O)CSc1n[nH]c(-c2ccncc2)n1	0.5	-17.4
C[C@H]1CN([C@@H](C)CO)S(=O)(=O)c2ccc(-c3ccc(F)cc3)cc2O[C@@H]1CN(C)C(=O)C1CCC1	nt	5.3
C[C@@H]1CN([C@@H](C)CO)C(=O)c2cc(/C=C/c3ccccc3)cnc2O[C@@H]1CN(C)S(=O)(=O)c1ccc(F)cc1	0.1	nt
C[C@H]1CN([C@@H](C)CO)C(=O)Cc2cc(NS(=O)(=O)c3ccc(F)cc3)ccc2O[C@@H]1CN(C)Cc1ccc(C(F)(F)F)cc1	0.0	nt
C[C@@H]1CN([C@@H](C)CO)C(=O)c2cc(NS(C)(=O)=O)ccc2O[C@@H](C)CCCCO[C@H]1CN(C)Cc1ccncc1	5.5	-5.8
C[C@@H]1CN([C@@H](C)CO)C(=O)c2cc(NC(=O)NC3CCCCC3)ccc2O[C@@H]1CN(C)C	1.4	-2.7
COc1cccc(S(=O)(=O)Nc2ccc3c(c2)[C@@H]2C[C@H](CC(=O)NC4CCCCC4)O[C@H](CO)[C@@H]2O3)c1	0.9	-2.7
C[C@@H]1CN([C@@H](C)CO)C(=O)c2cccc(NS(C)(=O)=O)c2O[C@@H]1CN(C)Cc1ccc(Oc2ccccc2)cc1	0.5	nt
Cc1ccc(S(=O)(=O)N(C)C[C@@H]2Oc3ccc(NC(=O)NC4CCCCC4)cc3CC(=O)N([C@@H](C)CO)C[C@@H]2C)cc1	0.0	-10.1
C[C@H](NC(=O)C[C@@H]1C[C@@H]2c3cc(NC(=O)Nc4ccc(C(F)(F)F)cc4)ccc3O[C@@H]2[C@@H](CO)O1)c1ccccc1	-0.2	-20.0
C[C@H](CO)N1C[C@H](C)[C@@H](CN(C)C(=O)Nc2ccc(C(F)(F)F)cc2)Oc2ccc(NC(=O)C3CC3)cc2C1=O	0.8	nt
CO[C@H]1CN(C)C(=O)c2ccc(NS(=O)(=O)c3cccc(F)c3)cc2OC[C@@H](C)N(Cc2cc(F)ccc2F)C[C@H]1C	0.4	36.2
Cc1noc(C)c1NC(=O)N(C)C[C@@H]1Oc2ccc(NC(=O)CCC(F)(F)F)cc2C(=O)N([C@H](C)CO)C[C@H]1C	1.5	1.7
C[C@@H]1CN([C@@H](C)CO)C(=O)c2cc(C#CCC3CCCC3)cnc2O[C@@H]1CN(C)S(=O)(=O)c1cccs1	1.3	4.2
C[C@@H]1CN([C@H](C)CO)C(=O)c2cc(N(C)C)ccc2O[C@@H](C)CCCCO[C@@H]1CN(C)C(=O)c1ccccc1	nt	9.9
Cc1ccc(-c2csc3ncnc(SCC(=O)c4ccc5c(c4)OCCO5)c23)cc1	-0.3	-0.6
COc1ccc(COCC23N=C4SCC(=O)N4[C@H](c4ccccc4O2)[C@H]3COC(=O)c2ccccc2)cc1	nt	17.8
C[C@H]1CN([C@@H](C)CO)C(=O)c2cc(-c3ccncc3)cnc2O[C@@H]1CN(C)S(=O)(=O)c1ccccc1	0.2	nt
C[C@H]1CN([C@@H](C)CO)C(=O)c2cc(NC(=O)Nc3cccc4ccccc34)ccc2O[C@H]1CN(C)C(=O)Nc1ccc2c(c1)OCO2	0.8	nt
CCC(=O)N1C[C@H](C)[C@H](OC)CN(C)C(=O)c2ccc(NC(=O)Nc3cccc(F)c3)cc2OC[C@@H]1C	0.5	-6.2
C[C@@H]1CN([C@@H](C)CO)C(=O)Cc2cc(NC(=O)C3CC3)ccc2O[C@H]1CN(C)S(=O)(=O)c1ccc(F)cc1	0.3	nt
CC(C)NC(=O)N[C@H]1CC[C@@H](CC(=O)O)O[C@@H]1CO	-0.1	8.9
C[C@H](CO)N1C[C@H](C)[C@H](CN(C)C(=O)Nc2ccc3c(c2)OCO3)Oc2ccc(NC(=O)Nc3ccc(F)cc3)cc2C1=O	0.5	nt

Other records follow.
SMILES	IDH1 R132H inh	PRC2 inh
O=C(Nc1cc(F)ccc1F)N[C@@H]1CC[C@@H](CCn2cc(C3CCCCC3)nn2)O[C@@H]1CO	0.0	4.5
C[C@H]1CCCCO[C@@H](CN(C)Cc2ccc3c(c2)OCO3)[C@@H](C)CN([C@@H](C)CO)C(=O)c2cc(NC(=O)Cc3ccccc3)ccc2O1	1.3	nt
COc1cc(CO)ccc1OCC(=O)Nc1ccc(C)cc1	0.3	-13.7
C[C@@H]1CN([C@H](C)CO)C(=O)c2cc(-c3cccc(F)c3)cnc2O[C@@H]1CN(C)Cc1cccnc1	-0.6	nt
O=C(C[C@@H]1CC[C@@H](NC(=O)c2ccc(F)cc2)[C@@H](CO)O1)NCc1ccncn1	0.2	8.8
C[C@@H]1CN([C@@H](C)CO)C(=O)Cc2cc(NC(=O)Cn3cnnn3)ccc2O[C@H]1CN(C)S(=O)(=O)c1ccccc1	-0.1	nt
COc1ccccc1C(=O)Nc1ccc2c(c1)C(=O)N(C)C[C@@H](OC)[C@@H](C)CN(C)[C@@H](C)CO2	-0.1	8.9
Cc1sc2ncnc(SCC(=O)NCc3ccccc3)c2c1C	0.3	-13.8
C[C@H](O)C#Cc1ccc2c(c1)O[C@@H](CN(C)CC1CCOCC1)[C@@H](C)CN([C@H](C)CO)S2(=O)=O	0.5	13.4
C[C@@H]1CN([C@@H](C)CO)C(=O)c2cc(C#Cc3ccccc3F)cnc2O[C@@H]1CN(C)S(=O)(=O)c1ccccc1	0.2	9.9
CO[C@@H]1CN(C)C(=O)c2cc(NS(=O)(=O)c3ccccc3F)ccc2OC[C@H](C)NC[C@H]1C	0.4	2.8
O=S(=O)(N[C@@H]1CC[C@H](CCn2cc(-c3cccc(F)c3)nn2)O[C@@H]1CO)c1ccccc1	-0.1	28.6
CCc1ccccc1OCC(=O)Nc1cc(OC)ccc1OC	0.1	42.9
COc1ccc(CN(C)C[C@@H]2Oc3ccc(NC(=O)Nc4ccc(C(F)(F)F)cc4)cc3C(=O)N([C@@H](C)CO)C[C@@H]2C)cc1	-0.3	nt
CC1=NS(=O)(=O)c2cc(Cl)ccc2N1	0.5	-2.7
O=C(N[C@@H]1CC[C@@H](CCNS(=O)(=O)Cc2ccccc2)O[C@H]1CO)c1cnccn1	-0.2	-3.3
COc1ccc(C)cc1S(=O)(=O)NCCO	0.0	14.1
C[C@H]1CN([C@@H](C)CO)C(=O)Cc2cc(NS(=O)(=O)c3ccc(F)cc3)ccc2O[C@@H]1CN(C)C(=O)Nc1cccc2ccccc12	0.7	nt
C[C@@H]1CN([C@@H](C)CO)C(=O)c2cc(NC(=O)CCCN(C)C)ccc2O[C@@H](C)CCCCO[C@H]1CN(C)Cc1ccncc1	nt	14.0
O=C(CCCCCCC(=O)Nc1ccccc1O)N/N=C/c1ccccn1	-0.3	7.5
CC(C)c1cn(CC[C@@H]2CC[C@H](NC(=O)C3CC3)[C@@H](CO)O2)nn1	-0.3	2.0
Cc1ccc(S(=O)(=O)N(C)C[C@@H]2OCCCC[C@H](C)Oc3ccc(NS(=O)(=O)c4ccc(Cl)cc4)cc3C(=O)N([C@H](C)CO)C[C@H]2C)cc1	-1.6	nt
CCCC#Cc1ccc2c(c1)O[C@H](CN(C)S(=O)(=O)c1cccc(OC)c1)[C@@H](C)CN([C@@H](C)CO)S2(=O)=O	-0.2	11.4
O=C(C[C@@H]1CC[C@H](NS(=O)(=O)c2cccc(F)c2)[C@@H](CO)O1)N1CCCCC1	-0.2	-0.4
CC(C)NC(=O)N(C)C[C@H]1Oc2c(NS(=O)(=O)c3ccccc3)cccc2C(=O)N([C@H](C)CO)C[C@H]1C	nt	5.5

Going on with the list:
SMILES	IDH1 R132H inh	PRC2 inh
CO[C@@H]1CN(C)C(=O)c2cc(NC(=O)c3cnccn3)ccc2OC[C@H](C)N(CCc2ccccc2)C[C@H]1C	-0.2	-6.5
C[C@H](CO)N1C[C@H](C)[C@H](CN(C)C(=O)Nc2ccc(C(F)(F)F)cc2)Oc2c(NS(=O)(=O)c3ccccc3)cccc2C1=O	-0.8	nt
C[C@H]1CN([C@@H](C)CO)C(=O)c2c(c3ccccc3n2C)-c2ccccc2CO[C@H]1CN(C)S(=O)(=O)Cc1ccccc1	2.0	-9.0
CC(C)NC(=O)Nc1cccc2c1O[C@@H](CN(C)Cc1ccc(Cl)c(Cl)c1)[C@H](C)CN([C@H](C)CO)C2=O	nt	-1.4
O=C(C[C@H]1C=C[C@@H](NC(=O)C2CCC2)[C@H](CO)O1)NCC1CC1	-0.8	5.5
COC(=O)Cc1c(CCC(=O)O)oc2cc(C)cc(O)c2c1=O	0.1	-10.6
C[C@H](CO)N1C[C@H](C)[C@H](CN(C)Cc2ccc(C(F)(F)F)cc2)Oc2c(NS(=O)(=O)c3cccs3)cccc2C1=O	1.2	5.1
COCC(=O)N(C)C[C@@H]1Oc2cc(C#CC3CC3)ccc2S(=O)(=O)N([C@H](C)CO)C[C@H]1C	4.0	-1.3
CC(=O)N(C)C[C@@H]1Oc2ncc(-c3cccnc3)cc2C(=O)N([C@@H](C)CO)C[C@@H]1C	0.8	15.7
CCCC(=O)Nc1ccc2c(c1)C(=O)N(C)C[C@@H](OC)[C@@H](C)CN(Cc1nccs1)[C@H](C)CO2	0.1	4.8
CO[C@@H]1CN(C)C(=O)c2cc(NC(=O)Nc3ccc(Cl)cc3)ccc2OC[C@H](C)N(C(=O)Nc2c(C)noc2C)C[C@@H]1C	nt	-19.1
COc1ccc(NC(=O)CSc2nc(-c3ccccc3)cc(C(F)(F)F)n2)c([N+](=O)[O-])c1	0.5	6.3
CN(C)Cc1cn(CC[C@H]2CC[C@@H](NC(=O)Cc3cccnc3)[C@@H](CO)O2)nn1	0.3	6.2
CNC[C@H]1Oc2c(NC(=O)c3ccc(-c4nccs4)cc3)cccc2C(=O)N([C@H](C)CO)C[C@H]1C	-0.6	12.6
CNC[C@H]1Oc2c(NC(=O)c3cc(C)nn3C)cccc2C(=O)N([C@H](C)CO)C[C@H]1C	2.4	nt
C[C@H]1CN([C@@H](C)CO)C(=O)Cc2cc(NC(=O)c3ccncc3)ccc2O[C@H]1CN(C)S(=O)(=O)c1ccc(F)cc1	0.7	-5.3
O=C(C[C@@H]1C[C@@H]2c3cc(NC(=O)C4CCC4)ccc3O[C@@H]2[C@H](CO)O1)NCc1cccnc1	0.0	4.6
O=C(CN1CCOCC1)N[C@@H]1CC[C@@H](CCn2cc(C3CC3)nn2)O[C@H]1CO	-0.1	5.3
CO[C@@H]1CN(C)C(=O)c2ccc(NC(C)=O)cc2OC[C@@H](C)N(C(=O)c2cccnc2)C[C@H]1C	-0.3	0.0
COc1cccc(-c2cnc3c(c2)C(=O)N([C@H](C)CO)C[C@@H](C)[C@@H](CN(C)Cc2ccc(F)cc2)O3)c1	-0.6	-0.9
C[C@@H]1CCCCO[C@H](CN(C)S(=O)(=O)c2ccc(F)cc2)[C@H](C)CN([C@@H](C)CO)C(=O)c2cc(NC(=O)Nc3ccc(C(F)(F)F)cc3)ccc2O1	2.9	nt
Cc1ccc(C(C)C)cc1OCC(O)Cn1cnc2ccccc21 (stereo not drawn)	-0.1	-4.4
Cc1ccc(S(=O)(=O)Nc2ccc3c(c2)C(=O)N([C@@H](C)CO)C[C@H](C)[C@@H](CN(C)C(=O)Nc2ccccc2)O3)cc1	1.2	4.6
O=C(C1=C[C@H](c2csc3ccccc23)C[C@H](OCCCCO)O1)N1CCCCCCC1	nt	4.0
Cc1ccc(S(=O)(=O)N(C)C[C@@H]2OCc3ccccc3-c3ccccc3C(=O)N([C@H](C)CO)C[C@@H]2C)cc1	6.6	-12.9

(next part)
SMILES	IDH1 R132H inh	PRC2 inh
O=C(C[C@H]1C[C@@H]2c3cc(NC(=O)Nc4ccccc4)ccc3O[C@@H]2[C@@H](CO)O1)NCCN1CCCCC1	1.3	-2.9
COc1cccc(S(=O)(=O)N(C)C[C@H]2Oc3ncc(Br)cc3C(=O)N([C@@H](C)CO)C[C@@H]2C)c1	nt	4.8
C[C@@H]1CN([C@@H](C)CO)C(=O)CCCn2cc(nn2)CO[C@H]1CN(C)CC1CCCC1	1.9	nt
C[C@H](CO)N1C[C@H](C)[C@H](CN(C)S(=O)(=O)c2cccs2)OCCCC[C@H](C)Oc2ccc(NC(=O)c3ccccc3)cc2C1=O	-0.9	nt
O=C(O)CCCCCCC(=O)N/N=C/C1CCCCC1	nt	-13.0
O=C1c2cccc3cccc(c23)C(=O)N1CCCSc1n[nH]c(-c2ccc(F)cc2)n1	0.2	16.4
O=C(N[C@@H]1CC[C@H](CCn2cc(-c3ccccn3)nn2)O[C@H]1CO)c1ccncc1	-0.3	10.4

Another view of 4 compounds above.
> Cc1ccc(C(C)C)cc1OCC(O)Cn1cnc2ccccc21 (stereo not drawn)
  IDH1 R132H inh = -0.1
  PRC2 inh = -4.4

> Cc1ccc(S(=O)(=O)Nc2ccc3c(c2)C(=O)N([C@@H](C)CO)C[C@H](C)[C@@H](CN(C)C(=O)Nc2ccccc2)O3)cc1
  IDH1 R132H inh = 1.2
  PRC2 inh = 4.6

> O=C(C1=C[C@H](c2csc3ccccc23)C[C@H](OCCCCO)O1)N1CCCCCCC1
  IDH1 R132H inh = nt
  PRC2 inh = 4.0

> Cc1ccc(S(=O)(=O)N(C)C[C@@H]2OCc3ccccc3-c3ccccc3C(=O)N([C@H](C)CO)C[C@@H]2C)cc1
  IDH1 R132H inh = 6.6
  PRC2 inh = -12.9

Screening data: PubChem, Broad Institute

The list is partial (hit frequency here may not be typical).
